# TWEAK Fn14 block – inhibitors of TWEAK-Fn14 interaction signaling | TWEAK-stimulated Fn14 reporter cells, luciferase luminescence, 8 h | inhibition, % at 10 µM | 360,000 tested, 2% active | AID 1159606; in the data active means inhibition above about 50%
# CF NFkB block – blocks PAF-induced NF-kB reporter in cystic fibrosis cells. KKLEB NF-kB-GFP reporter, GFP fluorescence overnight. 360,000 tested, 0.86% active. inhibition, % at 5 µM;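 active means at least 50% inhibition at 5 µM, scaled per plate between neutral and stimulator controls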;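 further: PAF is a Pseudomonas aeruginosa culture filtrate used as stimulus; plate controls were PAF-stimulated DMSO wells for no effect and unstimulated DMSO wells for full effect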
# NR2E3 ag-1 – agonists of human NR2E3 nuclear receptor. Q9Y5X4. CHO-S Gal4-NCOR/VP16-NR2E3 two-hybrid, luciferase. inhibition of corepressor binding, % at 3.98 µM. 360,000 tested, 0.35% active. AID 602229;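 active means inhibition above the mean of all tested compounds plus 3 SD, cut at about 70% in these data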;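 further: 0% = DMSO with NR2E3 transfected cells and 100% = cells lacking NR2E3 construct; higher means lower luciferase signal from less NR2E3 corepressor binding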
# Target sequence (Q9Y5X4 whole entry, looked up, the tested form may be a part): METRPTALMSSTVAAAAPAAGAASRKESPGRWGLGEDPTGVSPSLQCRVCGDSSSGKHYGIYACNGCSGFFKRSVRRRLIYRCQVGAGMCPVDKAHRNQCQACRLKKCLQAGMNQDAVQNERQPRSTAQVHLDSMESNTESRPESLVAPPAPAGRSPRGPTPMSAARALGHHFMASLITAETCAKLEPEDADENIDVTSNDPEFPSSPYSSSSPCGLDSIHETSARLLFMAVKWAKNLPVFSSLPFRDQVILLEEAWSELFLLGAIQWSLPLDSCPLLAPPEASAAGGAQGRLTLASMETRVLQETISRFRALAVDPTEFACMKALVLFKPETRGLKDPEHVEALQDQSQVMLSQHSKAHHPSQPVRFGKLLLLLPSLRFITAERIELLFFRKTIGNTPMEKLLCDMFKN
# NR2E3 ag-2 – agonists of human nuclear receptor NR2E3 | Q9Y5X4 | GST-NR2E3/biotin-RetCOR TR-FRET, 1536-well | inhibition of corepressor binding, % at 4.78 µM | 320,000 tested, 0.12% active | AID 2300;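 active means percent inhibition above the cutoff of mean plus 3 SD of all tested compounds, set per screening campaign, cut at about 20% in these data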;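 further: 0% = DMSO wells and 100% = biotin wells as full block of FRET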
#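 Assay system: NR2E3–RetCOR corepressor complex. Quantity: 1.35 nM GST-NR2E3. Buffer or medium: pH 7.5 Tris-based buffer. Reagent: biotinylated RetCOR corepressor at 7 nM final. Schedule: 5 h at 4 °C. Detection: TR-FRET, emission read at 617 and 671 nm. Replicates: one well per compound, singlicate testing.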
# HIF-2a inh – HIF-2a inhibition | 786-0 RCC cells HIF-2a reporter, luciferase luminescence, overnight | 360,000 tested, 0.72% active | inhibition, % at 18.8 µM;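 active means inhibition of the luminescence signal of 40% or more relative to plate controls, in a single-dose primary screen at 18.75 µM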
# hiPSC survival – enhancers of human iPSC single-cell survival; hiPSC single-cell survival, ATPlite luminescence; 100% = ROCK inhibitor wells, 0% = DMSO; survival enhancement, % at 20 µM; 360,000 tested, 0.044% active; AID 602274; in the data active means survival enhancement above about 18%;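 further: cells exposed to compounds for 16 hours before the ATP read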
# Peg3 prom inh – inhibitors of Peg3 promoter; HeLa PEG-Prom luciferase reporter, luminescence, overnight; inhibition, % at 20 µM; 360,000 tested, 1.7% active;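 active means inhibition of at least 50% at 20 µM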
# KKLEB cytotox – CF airway cell cytotoxicity counter-screen; 360,000 tested, 0.36% active; KKLEB CF airway cells viability, ATPlite luminescence, overnight; active compounds read low; cells stimulated with P. aeruginosa culture filtrate; AID 602141; activity change (cytotoxicity), % at 5 µM;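 active means corrected activity change at or below -50% at 5 µM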
# MITF TRPM1 inh – MITF TRPM1 promoter inhibition in SK-MEL-5 cells; SK-MEL-5 TRPM1 promoter luciferase, 24 h; inhibition, % at 12.5 µM; AID 488899; 330,000 tested, 0.83% active;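 active means mean inhibition across replicates of 60% or more, whatever share of single replicates reaches that level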; further: values of inactives mirror those of a sister screen read the other way
# aDG glyco up – increases alpha dystroglycan glycosylation; Pro5-aDG cells, alpha-DG glycosylation AlphaScreen (IIH6); 0% Pro5, 100% B10-LARGE cell signal; activation, % at 10 µM; 360,000 tested, 0.22% active; AID 624168;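 active means activation of at least 8% versus controls, or a plate z-score of at least 8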;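 further: Pro5 are CHO cells carrying HIG-tagged alpha-DG that lacks glycosylation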
# Shn3 inh set2 – inhibitors of Schnurri-3 3'UTR reporter in osteoblasts | Clone20 osteoblast Shn3 3'UTR firefly luciferase, 24 h | inhibition, % at 12.5 µM | 360,000 tested, 0.52% active | AID 588674;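 active means mean inhibition of at least 75% with every replicate also reaching 75%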;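 further: 0% = median of neutral control wells and 100% = pilot-screen positive control compound; some compounds past the cut are filed as inactive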
# * marks the source's active call; other numbers are inactive results; nt = no result given.
SMILES,TWEAK Fn14 block,CF NFkB block,NR2E3 ag-1,NR2E3 ag-2,HIF-2a inh,hiPSC survival,Peg3 prom inh,KKLEB cytotox,MITF TRPM1 inh,aDG glyco up,Shn3 inh set2
COC(=O)C1=C(C)N(CCCC(=O)O)C(=O)NC1c1ccc([N+](=O)[O-])cc1 (centres undefined),9.1,19.1,-16.8,2.1,13.0,6.1,-13.7,-0.7,-4.8,0.0,-18.2
COc1ccccc1/C=C1\SC(=S)N(NS(=O)(=O)c2ccc(C)cc2)C1=O,7.5,13.7,7.1,-1.1,7.3,-0.5,26.9,-13.4,nt,0.0,13.4
COc1ccccc1C(=O)Nc1nc2cc3c(cc2s1)OCO3,-24.9,-13.4,-107.4,1.1,-357.2,-0.4,-293.1,-7.5,-62.5,-0.1,-154.2
Cc1onc(-c2ccccc2Cl)c1C(=O)NCC1CCCO1 (centres undefined),-5.9,-1.0,16.3,-1.9,12.1,3.3,12.9,1.7,4.6,0.0,18.3
CCN(CC)Cc1c(C(=O)N/N=C(\C)c2ccncc2)nnn1-c1nonc1N,7.1,4.2,-11.3,-2.8,12.7,0.4,6.3,0.5,3.1,0.0,9.7
CC(=O)NC(CCS(C)(=O)=O)C(=O)Nc1cccc(C(C)=O)c1 (centres undefined),17.4,3.9,-5.4,1.5,-2.4,0.2,21.1,-0.6,-7.1,-0.2,-4.6
COc1ccccc1C(CNC(=O)CNC(=O)c1ccc(Cl)c(Cl)c1)N1CCCC1 (centres undefined),0.1,11.6,-12.1,0.4,3.5,-0.7,-2.4,-5.9,-17.3,-0.2,7.0
CC(C)C[C@@H](CNCC(=O)[C@H](CC(C)C)NC(=O)c1[nH]cnc1C(=O)N[C@@H](C)CN)NC(=O)c1nc[nH]c1C(=O)N[C@@H](C)C(=O)O,-6.4,7.6,-23.7,nt,-13.4,-0.4,-6.3,1.6,1.2,-0.1,-9.5
CCc1nnc(NC(=O)c2nc3nc(C)cc(C)n3n2)s1,24.5,4.7,-13.3,-7.1,-1.8,4.4,5.4,4.4,12.2,0.1,-0.1
Cc1cccc(CN2CCN(CC(=O)NCc3cccs3)C2=O)c1,0.1,2.2,-15.8,0.2,7.5,-1.7,9.8,-4.7,0.4,0.5,-3.6
Cc1nnc(SCC(=O)Nc2cc(S(C)(=O)=O)ccc2Cl)n1Cc1ccccc1,23.7,-18.8,-16.2,3.6,15.3,-0.1,6.3,1.7,6.3,-0.1,72.1
Cc1cccc(OCCCC(=O)Nc2ccc3c(c2)OCO3)c1,-16.6,0.0,-25.1,0.3,-27.5,0.3,-16.6,3.0,-4.4,0.2,-29.9

# Profiles from above:
# `CCN(CC)Cc1c(C(=O)N/N=C(\C)c2ccncc2)nnn1-c1nonc1N` is listed as TWEAK Fn14 block = 7.1; CF NFkB block = 4.2; NR2E3 ag-1 = -11.3; NR2E3 ag-2 = -2.8; HIF-2a inh = 12.7; hiPSC survival = 0.4; Peg3 prom inh = 6.3; KKLEB cytotox = 0.5; MITF TRPM1 inh = 3.1; aDG glyco up = 0.0; Shn3 inh set2 = 9.7
# `COc1ccccc1C(=O)Nc1nc2cc3c(cc2s1)OCO3` is listed as TWEAK Fn14 block = -24.9; CF NFkB block = -13.4; NR2E3 ag-1 = -107.4; NR2E3 ag-2 = 1.1; HIF-2a inh = -357.2; hiPSC survival = -0.4; Peg3 prom inh = -293.1; KKLEB cytotox = -7.5; MITF TRPM1 inh = -62.5; aDG glyco up = -0.1; Shn3 inh set2 = -154.2

# More compounds follow.
SMILES,TWEAK Fn14 block,CF NFkB block,NR2E3 ag-1,NR2E3 ag-2,HIF-2a inh,hiPSC survival,Peg3 prom inh,KKLEB cytotox,MITF TRPM1 inh,aDG glyco up,Shn3 inh set2
C/C(=N\NC(=S)Nc1ccc(C)cc1)c1cc2ccccc2o1,-7.5,-16.0,22.1,-1.9,-126.7,-0.3,-42.5,0.4,-4.3,-0.2,-2.2
COc1ccc(-c2csc(NC(=O)Nc3ccccc3)n2)cc1,-18.8,-10.4,-30.6,0.0,-40.9,-0.3,-14.9,11.8,-11.2,0.0,10.7
CCCCn1c(N)c(N(CC(C)C)C(=O)C2CCN(C(=O)c3ccc(Cl)cc3)CC2)c(=O)[nH]c1=O,19.3,-1.8,13.2,0.5,1.0,0.2,6.8,11.0,-6.5,-0.1,-3.2
COC(=O)c1[nH]c2ccccc2c1NC(=O)CN1CC(C)OC(C)C1 (centres undefined),-7.0,-4.4,2.8,4.0,4.4,-1.3,15.1,9.3,7.2,0.2,9.4
O=C(/C=C/c1ccccc1Cl)Nc1cccc(S(=O)(=O)NC2=NCCCCC2)c1,10.1,-22.7,-26.2,1.6,-186.5,-0.9,-124.7,1.1,-23.6,-0.1,1.0
CCN(CC)CCOC(=O)c1ccc(N/C=C(/C#N)c2nc(-c3cc4ccccc4oc3=O)cs2)cc1,10.6,-9.3,-49.8,nt,-86.8,-0.9,-94.4,-4.8,11.4,0.0,21.6
CCCCC(CC)C(=O)Nc1ccc(C#N)cc1 (centres undefined),4.9,-13.2,-3.2,-2.9,16.2,-0.6,9.9,1.6,6.9,-0.2,-3.8
COc1ccc(NC(=O)CN(C)C(=O)CSCC(=O)Nc2ccc(C)cc2)cc1,-2.0,-7.3,-27.2,4.1,-10.6,0.0,-4.1,3.2,-7.4,0.0,-18.3
COc1ccccc1NC(=O)C(C)OC(=O)CCNS(=O)(=O)c1cccc(C(F)(F)F)c1 (centres undefined),-6.6,-8.2,-16.1,-0.2,13.2,-2.6,-9.2,15.6,1.1,-0.1,5.0
CCOC(=O)c1c(C)oc2c1c(C=NCc1ccccn1)c(O)c1ccccc12,29.0,33.5,-48.0,nt,-39.6,-2.6,13.6,9.2,30.3,1.0,23.0
COc1ccc2c(c1)c(C(=O)CN1CCc3ccccc3C1)c(C)n2C,-29.4,-13.0,11.8,-0.1,16.9,-0.1,9.3,-3.6,4.2,0.9,nt
Cc1ccc([C@H]2C[C@@H](O)[C@H](n3cc(COC(=O)c4ccccc4)nn3)CN2C(=O)C2CCCCC2)cc1,-5.6,-19.6,-16.4,nt,5.0,-0.6,11.0,24.8,nt,-0.2,-9.2
O=C(Cn1cnnn1)Nc1cccc(S(=O)(=O)N2CCCCC2)c1,0.7,-3.0,-4.8,1.1,13.7,-1.1,3.8,1.2,-11.5,0.6,7.8
COC(=O)c1c(-c2ccccc2Cl)noc1/C=C/N(C)C,24.9,25.5,-29.2,6.7,14.5,0.6,23.1,-19.2,-11.9,0.0,2.6
CCOc1ccc(N(CC(=O)NCc2ccco2)S(C)(=O)=O)cc1,-13.2,8.2,-13.8,-2.9,-48.6,-2.5,-52.5,-1.5,-6.8,-0.2,-12.6
O=C(CCc1ccccc1)NNC(=S)NCc1ccc(Cl)cc1,-7.0,1.3,-54.4,6.4,8.9,-0.3,-7.0,5.0,2.8,0.0,-1.5
COc1ccc(C)cc1NC(=O)c1cc2c(CO)cnc(C)c2oc1=N,7.4,23.5,3.9,3.3,-4.2,0.6,-3.6,1.4,-7.4,-0.2,-24.4
CN1C(N)=NC(=O)/C1=C/c1ccccc1F,-1.3,-2.7,-2.6,-1.3,10.3,0.5,3.7,-1.4,-1.7,-0.2,-13.6
COC(=O)c1ccc(-c2ccc(Cl)cc2)nc1C,10.9,-25.5,-158.2,0.8,-237.2,0.3,-407.9,0.2,-89.1,1.0,-37.5
CCn1c(COc2ccc(C)cc2)nnc1SCC(=O)Nc1ccc(S(N)(=O)=O)cc1,1.0,-17.4,-3.0,1.0,3.5,1.5,21.0,7.6,6.7,0.0,6.9
CCCCn1c(SCC(=O)N2CCCC2)nc2c1c(=O)n(C)c(=O)n2C,-8.3,-18.9,18.4,-4.9,2.5,3.2,20.7,8.9,1.2,0.0,19.3
CCOc1nc(NCCO)nc(Nc2ccc([N+](=O)[O-])cc2)n1,-6.5,-19.2,12.3,1.5,7.8,1.3,5.9,9.9,18.4,0.8,1.6
Cc1ccc(S(=O)(=O)N2CCOCC2)cc1NC(=O)COC(=O)CNC(=O)c1ccc(Cl)cc1Cl,-5.2,11.6,0.5,nt,4.8,-0.5,6.7,17.2,-11.6,0.0,-8.3
CCc1nc2ccc(C(=O)NCc3ccccc3OC)cn2c1N(CC)Cc1cccc(Br)c1,18.4,23.2,2.7,nt,-2.3,-0.1,48.0,-25.9,nt,1.3,5.8
CNC(=S)NNC(=O)c1cccn(Cc2ccccc2)c1=O,-1.6,12.8,-26.7,2.1,6.0,-1.0,10.4,0.1,-2.4,-0.1,-2.5
O=C(O)/C=C/C(=O)Nc1nccs1,7.8,-28.8,3.0,-3.1,4.0,0.7,15.2,5.0,-3.9,0.0,-0.9
O=C(NCC1CC1)c1cc2c(c(-c3cccc(-c4ccccc4F)c3)n1)[C@@H](CCO)N(C(=O)CC1CC1)C2,-9.0,nt,5.7,nt,0.3,0.4,nt,nt,nt,0.0,nt
COc1ccc(OC)c(NC(=O)CN2C(=O)COc3ccc(S(=O)(=O)N4CCCC4)cc32)c1,-1.1,-13.9,-29.0,0.6,8.9,0.6,6.6,5.2,-1.2,-0.2,2.5
O=C(NCC1CC1)Nc1cccs1,-3.5,-9.0,7.5,-2.3,3.2,-0.6,-17.6,-4.9,1.5,-0.1,-19.1
COc1ccc(C2Nc3ccc(Br)cc3C(c3ccccc3)N2CC(=O)O)cc1 (centres undefined),-13.1,3.2,-29.9,0.9,3.0,0.0,4.5,-6.8,15.1,-0.1,-30.6
C=CCNC(=O)CSc1nnc(-c2ccccc2Cl)n1-c1c(C)n(C)n(-c2ccccc2)c1=O,2.2,-8.0,-14.3,3.6,-12.6,-0.1,13.8,-3.6,2.6,0.1,-2.2
c1ccc(-c2csc(Nc3ccc4c(c3)OCCO4)n2)cc1,44.6,-29.6,-133.6,-0.6,-221.5,-3.9,-204.5,1.4,-21.7,-0.2,-14.4
Cc1cc(OCC(=O)N(Cc2ccco2)C2CCS(=O)(=O)C2)cc(C)c1Cl (centres undefined),-19.9,11.4,-8.9,-0.8,11.1,2.6,7.6,2.2,-0.9,-0.1,-6.3
Cc1cnc(C(=O)OCC(=O)Nc2ccc(Br)c(C)c2)cn1,9.5,-3.7,4.1,1.5,4.7,-0.3,-5.5,9.8,7.6,-0.2,-15.5
COc1ccc(CNC(=O)CN(C)Cc2ccc(SC)cc2)cc1,25.1,1.5,4.9,1.6,-8.9,0.4,10.1,0.9,-1.4,0.1,-3.6
CCCOc1ccc(N)cc1N,-18.1,19.5,-11.2,4.1,-17.3,-6.7,-11.3,1.5,42.1,4.8,70.5
Cc1ccc(N/N=C2\COC(C)(C)CC2=O)cc1,-9.2,-11.2,-23.1,-3.0,-10.5,0.2,-1.1,15.7,2.3,-0.4,17.2
O=C(N/N=C/c1oc(O)c2ccccc12)c1ccccc1O,0.5,4.7,-9.4,1.4,-3.7,1.0,-1.3,2.2,12.4,-0.2,-34.1
CCOC(=O)CNC(=O)CSc1nc(NCc2ccccc2)nc(N(C)C)n1,20.5,-3.3,8.2,-1.3,20.6,5.0,14.3,-0.6,9.0,0.4,10.8
Cc1ccccc1CNC(=O)c1ccccc1,-13.7,-16.1,-9.0,5.1,11.4,-2.1,-55.2,-4.2,-6.9,-0.1,12.2

# High-throughput results deposited in PubChem BioAssay by several laboratories.
